# Compound activity as filed in PubChem.
# MBNL1-CUG inh = qHTS Assay for Inhibitors of MBNL1-poly(CUG) RNA binding; Potency, µM (top dose mostly 57.5 µM), inactives show top-dose activity change, negative = inhibition, actives largely listed as inhibitors; TR-FRET MBNL1-His/biotin-(CUG)12 binding, 665/545 ratio; AID 2675, 2010; Muscleblind-like protein 1 (Homo sapiens), Q9NR56; 280,000 tested, 0.036% active; active = well fitted inhibition curve with a large enough effect in the signal ratio, with a control signal flat, not every such curve was filed as active; inconclusive = small, poorly fitted or top-dose-only effect, or effect the other way, or a change in a side signal; inactive = no such curve, though single readings can be large or run the other way; the % refers to the signal ratio; also: potency is read from the fitted curve at half-maximal effect; % is scaled to controls: 0 for no effect and ±100 for the full control effect
# Target sequence (Q9NR56 whole entry, looked up): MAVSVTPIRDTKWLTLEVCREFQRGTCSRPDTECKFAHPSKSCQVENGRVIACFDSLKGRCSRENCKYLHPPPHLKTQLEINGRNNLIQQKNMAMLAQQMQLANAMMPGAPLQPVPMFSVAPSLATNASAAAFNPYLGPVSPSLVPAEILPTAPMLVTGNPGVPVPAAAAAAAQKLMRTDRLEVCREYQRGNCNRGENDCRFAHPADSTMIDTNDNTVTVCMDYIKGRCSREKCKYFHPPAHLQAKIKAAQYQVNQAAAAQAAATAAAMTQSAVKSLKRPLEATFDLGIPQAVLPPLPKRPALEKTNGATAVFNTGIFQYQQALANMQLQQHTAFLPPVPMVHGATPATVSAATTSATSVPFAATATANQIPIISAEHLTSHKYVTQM
#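 Compounds (final 92 nM to 58 uM) are added to His-tagged MBNL1 and biotin-(CUG)12, then terbium anti-His antibody and streptavidin-XL665 (5 nM final). After 60 min at room temperature, the 665/545 nm ratio is read.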
# CXXC DNA block = qHTS Fluorescence Polarization Assay for Inhibitors of MLL CXXC domain - DNA interaction; MLL-CXXC / FITC-HOXA9 DNA fluorescence polarization; Potency, µM (highest dose often 115 µM), inactives show at the highest dose activity change, negative = inhibition, usual class: inhibitors; 290,000 tested, 0.037% active; active = well fitted inhibition curve with a large enough effect in the polarisation, with a control signal flat, not every such curve was filed as active; inconclusive = small, poorly fitted or top-dose-only effect, or effect the other way, or a change in a side signal; inactive = no such curve, though single readings can be large or run the other way; the % refers to the polarisation; also: potency is read from the fitted curve at half-maximal effect
#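 Steps: dispense CXXC domain solution (7 uM) → pin compounds or unlabeled HOX-A9 DNA control → 5 min ambient → add FLSN-HOX-A9 solution (50 nM) → spin → 30 min ambient → fluorescence polarization. Tris pH 7.5/NaCl/DTT/BSA buffer.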
# hERG WT inh = qHTS for Inhibitors of KCHN2 3.1: Wildtype qHTS; Voltage-gated inwardly rectifying potassium channel KCNH2 (Homo sapiens), Q12809; activity change, % at 1.84 µM; U2OS, BacMam KCNH2, thallium flux FluxOr; stronger effect = lower value; 340,000 tested, 0.37% active;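 active = maximum activity change below -70%; inconclusive = maximum activity change between -70% and -50%; inactive = maximum activity change above -50%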; also: % is scaled to controls: 0 for no effect and ±100 for the full control effect
#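 U2OS cells transduced with wild-type KCNH2 virus are loaded with FluxOr dye for 45 min, and thallium flux is measured in kinetic reads before and after stimulation buffer. Rate constants are normalized to DMSO controls.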
# FBPA coupling cs = qHTS Assay for Inhibitors of Fructose-1,6-bisphosphate Aldolase from Giardia Lamblia: Coupling assay counterscreen; coupling enzyme system counterscreen, AmpLite Red fluorescence; 290,000 tested, 0.67% active; activity change, negative = inhibition, % at 58.2 µM, hits read low; in the data active = activity change below about -30%; also: % is scaled to controls: 0 for no effect and ±100 for the full control effect
#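 Final compound at 57.5 uM, incubated 10 min at RT with coupling enzyme reagent (glyceraldehyde-3-phosphate), then 20 min with substrate and AmpLite Red detection. Fluorescence read at 525/598 nm; tests interference with the coupling assay, not aldolase inhibition.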
# TRPV1 agonist = HTS Assay for Compounds that Act as Agonists of the Vanilloid Receptor 1; Transient receptor potential cation channel subfamily V member 1 (Homo sapiens), Q8NER1; TRPV1-expressing cells, Fluo-8 calcium influx, agonist mode; activation, % at 8.33 µM; 320,000 tested, 0.19% active; AID 540275, 2011; in the data active = activation above about 80%; inconclusive = between about 30% and that limit; also: 0% is about no effect
#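 Cells expressing TRPV1 were dye-loaded with Fluo-8 and read kinetically: 10 s baseline, 3 min after compound (agonist portion), then 2 min after EC20 capsaicin (allosteric enhancer portion). Calcium-bound dye fluorescence at 480/520 nm.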
# AT treatment = qHTS Assay for Identifying a Potential Treatment of Ataxia-Telangiectasia. AID 485349, 2010. Potency, µM (doses to about 57.5 µM), for inactives: top-dose activation, hits mostly activators. 320,000 tested, 0.19% active. […] A-T fibroblasts, KAP-1 phosphorylation AlphaLISA; neocarzinostatin DNA damage 30 min before lysis; also: potency is read from the fitted curve at half-maximal effect; % of control where 0% means no effect; nearly all actives have a fitted effect of over 45% in size
#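 hTERT-immortalized A-T patient fibroblasts ([…]), 500 cells/well in OPTI-MEM, 1% FBS, got compounds for 60 min, then NCS for 30 min at 37C. Lysates were then assayed for phospho-KAP-1 by AlphaLISA (anti-pKAP1 donor, anti-KAP1 acceptor beads), 6 hr at 25C.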
# Integrin act MD = qHTS for Activators of Integrin-Mediated Alleviation for Muscular Dystrophy. alpha7betagal myoblasts, beta-gal FDG fluorescence, 48 h. Potency, µM (doses to about 38.3 µM), inactives show at the highest dose activation, most hits filed as activators. 350,000 tested, 0.064% active;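 also: potency is read from the fitted curve at half-maximal effect; 100% = response of the positive control SU9516; nearly all actives have a fitted effect of over 60% in size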
#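 Alpha7betagal+/- myoblasts (passage 13) were plated 16-24 hr, then exposed to compounds (1:260 dilution of DMSO stock) for 48 hours at 37C. After MPER lysis, β-galactosidase reporter activity was read as FDG fluorescence (ex 480/em 540) after 30 minutes.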
# KCNH2 3.1 inh = qHTS for Inhibitors of KCHN2 3.1: Mutant qHTS; Potassium voltage-gated channel subfamily H member 2, brain isoform KCNH2 3.1 (human); U2OS KCNH2 3.1, thallium flux FluxOr; stronger effect = lower value; activity change, % (tested at about 1.8 µM); 340,000 tested, 0.95% active; AID 720553, 2013;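 active = maximum activity change below -70%; inconclusive = maximum activity change from -70% to -50%; inactive = maximum activity change above -50%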;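 also: thallium influx rate constant from kinetic fluorescence after stimulation buffer; % is scaled to controls: 0 for no effect and ±100 for the full control effect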
#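 Normalized rate constant (relative to positive and negative DMSO controls) derived from a 2 min kinetic fluorescence read after stimulation; U2OS cells expressing the 3.1 isoform via virus at 1.77 x 10^8 /mL.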
# S-ASM inh = Inhibitors of Secretory Acid Sphingomyelinase (S-ASM): qHTS | Sphingomyelin phosphodiesterase (Homo sapiens), P17405 | placental ASM, HMU-PC fluorogenic substrate, 60 min | Potency, µM (titrated, usually from 57.5 µM), inactives show at the top dose activity change, negative = inhibition, usual class: inhibitors | 340,000 tested, 0.006% active; also: potency is read from the fitted curve at half-maximal effect
#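 Human placenta-derived ASM preincubated with compound 10 min at room temperature, then reacted with 9 uM (final) fluorogenic HMU-PC substrate for 60 min at 37 C. Stop solution raises pH to 10; fluorescence read at Ex 386/Em 447 nm.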
# GALK inh = qHTS Assay for Inhibitors of Human Galactokinase (GALK) | Potency, µM (highest dose often 57.5 µM), without a hit: top-dose activity change, negative = inhibition, actives largely listed as inhibitors | P51570 | 270,000 tested, 0.007% active | Purified GALK, Kinase-Glo residual ATP luminescence; also: potency is read from the fitted curve at half-maximal effect; % is scaled to controls: 0 for no effect and ±100 for the full control effect
# Target sequence (P51570 whole entry, looked up): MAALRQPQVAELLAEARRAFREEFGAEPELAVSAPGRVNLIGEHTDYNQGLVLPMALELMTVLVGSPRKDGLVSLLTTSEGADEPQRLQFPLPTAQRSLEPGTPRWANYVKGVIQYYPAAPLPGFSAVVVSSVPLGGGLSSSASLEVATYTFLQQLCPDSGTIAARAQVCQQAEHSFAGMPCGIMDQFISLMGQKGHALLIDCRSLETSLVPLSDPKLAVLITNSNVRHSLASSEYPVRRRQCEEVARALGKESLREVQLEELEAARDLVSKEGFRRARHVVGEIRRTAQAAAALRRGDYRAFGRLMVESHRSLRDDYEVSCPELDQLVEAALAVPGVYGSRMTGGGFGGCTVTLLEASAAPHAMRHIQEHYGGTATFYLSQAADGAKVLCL
#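 ATP-depletion format; final 35 uM ATP, 100 uM D-galactose, 5 nM enzyme; pH 8.0 HEPES/Mg2+ buffer; 60 min RT; luminescence read 10 min after detection reagent.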
# The depositor's hits bear a star; ? = inconclusive; . = not tested or not shown; [ ] = dose if it differs, or a comment. Unless noted, calls follow the shape of the dose curve; as a rule, active = well fitted curve in the direction sought with a large enough effect; inconclusive = small, poorly fitted or top-dose-only effect, or another doubt; inactive = no such curve, though single readings can be large; an effect the other way counts as inactive or inconclusive.
SMILES,MBNL1-CUG inh,CXXC DNA block,hERG WT inh,FBPA coupling cs,TRPV1 agonist,AT treatment,Integrin act MD,KCNH2 3.1 inh,S-ASM inh,GALK inh
Cc1sc(/N=C/c2c(O)ccc3ccccc23)c(C#N)c1C,-2.7%,5.5%,.,0.5,-1.1,-3.3%,.,.,.,0.5%
CC(C)Cc1nnc(NC(=O)CCC(=O)N2CCN(c3ccc(Cl)cc3)CC2)s1,3.0%,-15.4%,-7.8,-0.4,0.1,-3.4%,6.1%,-32.7,-0.7%,-0.7%
CCn1cc([N+](=O)[O-])c(C(=O)N2N=C(c3cccc4ccccc34)CC2c2ccccc2O)n1 (stereo not given),12.6%,14.6%,-10.4,-4.7,6.1,.,-53.8%[inhibitor],-17.2,?,1.0%
Cc1ccc(-c2cc(C(F)(F)F)n3nc(C(=O)N4CCN5CCCC5C4)cc3n2)cc1 (stereo not given),?,4.2%,26.2,0.6,19.6,-2.9%,-31.6%,-14.5,35.3%[activator],8.2%
COc1ccc2c(c1)cc1c(=O)n(CC(=O)NCCCOC(C)C)nc(C)n12,8.7%,-2.5%,3.8,0.2,-0.2,3.9%,24.0%,8.1,-0.7%,3.8%
O=S(=O)(Nc1nc2c(s1)CCCC2)c1ccc2ccccc2c1,-2.6%,-7.4%,-4.1,7.2,13.4,2.7%,21.2%,13.9,-9.9%,0.0%
CC1(C)C(C=C(Cl)Cl)C1C(=O)Nc1ccc(S(=O)(=O)Nc2ncccn2)cc1 (stereo not given),0.6%,7.8%,4.7,2.3,1.1,5.1%,0.0%,1.9,-1.0%,-3.3%
COCCn1cnc2c(c1=O)c1nc3ccccc3nc1n2/N=C/c1cccc(OC)c1,?,-11.1%,1.3,2.9,.,?,10.0%,4.4,118.2%[activator],-1.4%
Cc1cc(C)nc(SCC(=O)N/N=C/c2cc(C)n(-c3ccccc3C)c2C)n1,11.1%,5.9%,1.8,-0.3,2.0,3.1%,26.0%,-4.1,-2.6%,.
COc1ccc(C(C(=O)NC2CCCC2)N(Cc2cccs2)C(=O)c2ccn[nH]2)cc1OC (stereo not given),-3.4%,1.7%,-1.3,2.0,-1.1,7.2%,4.1%,5.1,2.8%,12.2%
CCCN1CCN(CCCNC(=O)c2ccc3nc(N4CCCCC4)sc3c2)CC1,-1.1%,-7.4%,-3.2,-1.8,-1.7,-1.6%,-21.0%,20.0,-2.4%,.
Cc1nn(-c2ccc(F)cc2)c(Cl)c1/C=C/C(=O)OCC(=O)Nc1c(F)c(F)c(F)c(F)c1F,-8.2%,0.2%,3.5,1.0,-2.8,-15.7%,-13.8%,8.5,2.3%,.
Cc1c(C)c2ccc(OCC(=O)N3CC[C@@]4(O)CCCC[C@H]4C3)cc2oc1=O,12.2%,-8.8%,6.2,1.7,1.6,-7.6%,-9.0%,2.8,5.2%,.
Cc1nn2c(N3CCOCC3)c3c(nc2c1-c1ccccc1)CCCC3,-5.0%,1.9%,-0.1,2.9,5.3,-1.0%,-17.8%,12.6,-0.2%,2.3%
O=C(c1ccc(Cl)cc1)c1c[nH]c(C(=O)C(Cl)(Cl)Cl)c1,-5.4%,8.9%,-4.8,4.5,-2.3,-1.1%,-18.8%,8.0,3.2%,-6.5%
CC1=C(C(=O)OCc2ccc3c(c2)OCO3)C(c2cccc([N+](=O)[O-])c2)NC(=O)N1 (stereo not given),2.5%,5.4%,-6.9,0.7,17.5,3.8%,1.5%,-8.5,22.1%,10.4%
O=C(O)/C(=C\C(=O)c1ccccc1)Nc1ccccc1,.,8.4%,.,-2.5,0.9,-1.2%,.,.,.,-4.9%
COc1ccc(OC)c(C2=Nn3c(nnc3-c3ccncc3)SC2)c1,.,.,10.7,.,.,.,-16.8%,-4.2,15.0%,.
O=C(CN1C(=O)C2C3C=CC(C3)C2C1=O)NCCC1=CCCCC1 (stereo not given),-4.9%,-4.5%,-2.0,1.2,2.8,2.7%,-1.7%,-7.2,0.0%,1.3%
CSc1nc(C)c2c(n1)N(c1cccc(C)c1)CC2,-1.7%,-7.2%,3.8,0.2,?,20.5%,4.1%,-2.3,-5.2%,-1.9%
N#Cc1ncccc1CCc1cccc(Cl)c1,.,.,-2.8,.,.,.,-8.4%,0.8,1.5%,.
C#CCn1c(=NC(=O)c2cccs2)sc2cccc(OCC)c21,1.5%,0.5%,-28.8,-0.2,5.2,1.6%,15.5%,-10.1,81.6%[activator],-2.5%
Cc1ccccc1C(=O)N1N=C(c2ccc(NS(C)(=O)=O)cc2)CC1c1cccs1 (stereo not given),9.8%,24.3%,1.2,-0.5,-8.8,7.4%,-30.5%,-14.6,-4.1%,-2.3%
O=C(O)C1CCN(S(=O)(=O)c2cccc3nsnc23)CC1,?,42.5%[activator],11.4,-0.5,-2.8,-1.2%,15.4%,-2.0,2.3%,0.0%
O=C(NN=C1C2CC3CC1CC(Cl)(C3)C2)c1ccccn1,-1.5%,-1.5%,.,-1.0,?,-1.8%,-5.4%,-29.6,1.8%,0.2%
CCOc1c2ccc(C(=O)NC3CCCc4ccccc43)cc2nn1CC (stereo not given),-1.6%,-0.3%,-2.5,10.6,-0.9,3.4%,11.3%,3.9,28.9%,-1.1%
CCN1C(=O)/C(=C\c2ccc3c(c2)OCO3)C(C(=O)OC)=C1C,1.3%,-0.7%,2.0,0.1,13.1,-1.3%,-33.8%,1.9,?,0.1%
Cn1c(SCC(=O)NC(=O)c2cccc([N+](=O)[O-])c2)nnc1-c1ccc(F)cc1,?,1.7%,4.8,3.3,0.2,9.2%,-33.7%,-8.9,-0.6%,1.8%
CCCc1ncc(C(O)c2cccc(OC)c2)n1C (stereo not given),-4.0%,1.9%,1.5,4.2,10.2,-8.1%,12.6%,17.6,-1.9%,1.2%
CCc1ccccc1NC(=O)c1cc(-c2ccco2)on1,-4.0%,7.8%,1.7,-1.9,14.6,1.7%,8.8%,7.1,-5.2%,-0.4%
Cc1cnc2cc(Cl)ccc2c1SCC(=O)O,41.5%[activator],-2.4%,7.4,14.3,1.4,-3.2%,-12.8%,0.6,-2.0%,-1.7%
Cc1cc(Cl)ccc1NC(=S)NCC(C)C,-6.0%,3.4%,3.3,1.6,7.4,-6.3%,-13.8%,9.6,10.2%,4.1%
O=C(CCNC(=O)c1ccc([N+](=O)[O-])cc1)Nc1ccc(F)cc1,?,4.7%,8.5,1.0,-3.5,-1.9%,-10.0%,-9.4,-1.3%,-2.2%
Cc1c(NC(=O)C(C)Sc2ncnc3ccccc23)c(=O)n(-c2ccccc2)n1C (stereo not given),-1.1%,-4.1%,-12.0,0.3,-3.7,19.0%,6.7%,2.9,1.6%,8.0%
Cc1ccc(-n2cccn2)cc1,-10.4%,3.8%,-12.0,-1.0,1.1,1.9%,43.2%,-5.7,-0.6%,5.1%
Nc1ncnc2c1ncn2[C@@H]1O[C@H](CNCc2ccc(OCc3ccccc3)cc2)[C@@H](O)[C@H]1O,.,.,-4.6,.,.,2.1%,-17.6%,-25.7,-5.5%,.
O=S(=O)(c1ccc(F)cc1)N1CCN(C(=S)NC2CC2)CC1,.,.,17.5,.,20.1,-4.3%,25.8%,3.4,-1.6%,.
c1cnc(N2CCN(Cc3c[nH]c4ccccc34)CC2)nc1,-18.6%,6.6%,20.6,-0.8,7.7,-3.5%,-49.9%[inhibitor],-6.4,-1.2%,2.2%
COc1ccc2c(c1OC)C(=O)N1C2SC(C)(C)[C@H]1C(=O)NC1CC1 (stereo not given in full),-4.0%,-4.1%,-0.6,1.4,0.1,7.9%,9.4%,-4.2,3.5%,.
